TRb SRC2 PPI = qHTS for Inhibitors of the Interaction of Thyroid Hormone Receptor and Steroid Receptor Coregulator 2; hit rate 0.065% among 280,000; Thyroid hormone receptor beta (Homo sapiens), P10828; TRbeta-SRC2 peptide binding, fluorescence polarization; receptor liganded with 1 µM T3; Potency, µM (doses to about 106 µM), without a hit: top-dose activity change, negative = inhibition, usual class: inhibitors; AID 1469, 2008;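 note: plate controls were bound peptide for no effect and peptide without receptor for full effect; nearly all actives have a fitted effect of over 50% in size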
Target sequence (P10828 whole entry, looked up): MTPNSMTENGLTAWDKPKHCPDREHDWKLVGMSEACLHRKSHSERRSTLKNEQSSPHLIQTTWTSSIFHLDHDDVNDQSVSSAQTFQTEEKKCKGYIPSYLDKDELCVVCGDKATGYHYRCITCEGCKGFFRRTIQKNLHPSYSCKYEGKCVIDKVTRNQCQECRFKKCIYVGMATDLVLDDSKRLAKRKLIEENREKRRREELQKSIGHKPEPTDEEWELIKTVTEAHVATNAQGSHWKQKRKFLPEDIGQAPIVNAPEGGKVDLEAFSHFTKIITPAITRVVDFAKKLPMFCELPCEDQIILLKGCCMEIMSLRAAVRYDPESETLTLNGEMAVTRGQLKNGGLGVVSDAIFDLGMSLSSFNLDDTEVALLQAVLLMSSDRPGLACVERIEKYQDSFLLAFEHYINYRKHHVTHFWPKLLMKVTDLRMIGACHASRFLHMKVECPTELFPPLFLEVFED
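Fluorescence polarization of 20 nM Texas Red SRC2 peptide with 0.6 uM human TRb ligand-binding domain, in Tris buffer with 1uM T3 and 5% DMSO. Incubated 5 hr ambient; normalized to unbound and bound controls.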
TR SRC2 fluor cs = Total Fluorescence Counterscreen for Inhibitors of the Interaction of Thyroid Hormone Receptor and Steroid Receptor Coregulator 2; TRb/SRC2 Texas Red total fluorescence interference; Potency, µM (series often up to 106 µM), for the others: at the highest dose fluorescence change, negative = quenching; hit rate 0.29% among 280,000; AID 1479, 2009; active = well fitted curve in either direction with a large enough effect; inconclusive = small, poorly fitted or top-dose-only effect; note: % is set by controls: 0 for no effect and ±100 for the full control effect
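Human TRb ligand-binding domain at 0.6 uM with 20 nM Texas Red SRC2 peptide in Tris buffer containing 1 uM T3 and 5% DMSO, incubated with compound 5 h at ambient temperature. Total fluorescence (555/632 nm) calculated as parallel + 2 × perpendicular.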
L3MBTL1 block = qHTS Assay for the Inhibitors of L3MBTL1 | AID 485360, 2010 | AlphaScreen L3MBTL1–H3K9me1 peptide binding | Lethal(3)malignant brain tumor-like protein 1 (Homo sapiens), Q9Y468 | hit rate 0.66% among 230,000 | Potency, µM (top dose mostly 57.1 µM), for inactives: at the highest dose activity, negative = inhibition, actives largely listed as inhibitors; note: % is set by controls: 0 for no effect and ±100 for the full control effect; nearly all actives have a fitted effect of over 60% in size
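Displacement of a biotinylated histone H3(1-15) peptide monomethylated at Lys9 (75 nM) from L3MBTL1 (50 nM) was measured by AlphaScreen after a 30 min room-temperature compound incubation; cefsulodin titration served as intraplate control.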
Tau fibril ThT = qHTS for Inhibitors of Tau Fibril Formation, Thioflavin T Binding | AID 1460, 2008 | recombinant tau K18 P301L, heparin-induced fibrillization, ThT fluorescence | Potency, µM (series often up to 57.4 µM), for the others: at the top dose activity, negative = inhibition, hits mostly inhibitors | hit rate 2.1% among 270,000; note: % is set by controls: 0 for no effect and ±100 for the full control effect; nearly all actives have a fitted effect of over 55% in size
Target sequence (P10636 561-689 P618L limits assumed): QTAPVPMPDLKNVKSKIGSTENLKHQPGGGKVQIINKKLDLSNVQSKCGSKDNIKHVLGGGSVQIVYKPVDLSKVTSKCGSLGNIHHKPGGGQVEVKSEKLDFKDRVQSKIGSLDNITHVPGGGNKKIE
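Recombinant human tau K18 fragment […] carrying P301L, 15 uM unlabeled plus 0.24 uM Alexa 594-labeled, was fibrillized with 20 uM heparin in 100 mM sodium acetate pH 7 for 6 hr at 37 C; 30 uM ThT fluorescence read after 1 hr.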
RECQ1 inh = qHTS Assay for Inhibitors of RecQ-Like Dna Helicase 1 (RECQ1) | hit rate 0.54% among 240,000 | ATP-dependent DNA helicase Q1 (Homo sapiens), P46063 | RECQ1 DNA unwinding, red fluorescence kinetic read | Potency, µM (highest dose often 57.3 µM), inactives show top-dose activity, negative = inhibition, hits mostly inhibitors;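 note: plate controls were vehicle for no effect and no enzyme for full effect; nearly all actives have a fitted effect of over 30% in size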
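50 nM RECQ1T1 preincubated 15 min with compound in Tris pH 8.0 buffer with MgCl2, DTT, Tween-20 and 2.5 ug/ml poly(dI-dC); started with 200 nM TAMRA/BHQ-2 forked duplex and 2 mM ATP. Unwinding read as fluorescence (525/598 nm), two reads 2 h apart.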
HTT cytoprotect = qHTS Multiplex Assay to Identify Dual Action Probes in a Cell Model of Huntington: Cytoprotection (ATP) | PC12 HTT-Q103 induced, cytoprotection, ATP luminescence, 40 h | Potency, µM (top dose mostly 56.4 µM), inactives show cytoprotection (ATP increase), hits mostly activators | hit rate 0.14% among 230,000 | AID 1471, 2008;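 note: % of control where 0% means no effect; nearly all actives have a fitted effect of over 45% in size; toxic huntingtin expression switched on by the ecdysone agonist tebufenozide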
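Readout: ATPlite luminescence (ATP level). Model: stable PC12, inducible Htt exon1 Q103-GFP. Inducer: tebufenozide, 100 nM final. Compounds: dose series. No G418 in medium.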
Tau FP inhib = qHTS for Inhibitors of Tau Fibril Formation, Fluorescence Polarization; Microtubule-associated protein tau (Homo sapiens), P10636; K18 P301L tau heparin fibrillization, Alexa594 FP, 6 h; hit rate 0.39% among 280,000; Potency, µM (doses to about 57.7 µM), without a hit: top-dose activity, negative = inhibition, usual class: inhibitors; note: % is set by controls: 0 for no effect and ±100 for the full control effect; nearly all actives have a fitted effect of over 55% in size
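Quantitative HTS format: compounds meet 15 uM recombinant K18 P301L tau and Alexa 594-tau tracer in 100 mM sodium acetate pH 7; 20 uM heparin triggers fibrillization at 37 C over 6 hr; FP gives the signal.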
Tau fluor cs = Counterscreen qHTS for Inhibitors of Tau Fibril Formation, Fluorescence Polarization; tau K18 P301L Alexa594 fluorescence, heparin fibrillization; hit rate 0.93% among 280,000; AID 1463, 2008; Potency, µM (top dose mostly 57.7 µM), inactives show at the highest dose activity change, negative = decrease; note: % is set by controls: 0 for no effect and ±100 for the full control effect; nearly all actives have a fitted effect of over 55% in size
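Human tau K18 P301L (15 uM unlabeled, 0.24 uM Alexa 594-labeled) in 100 mM sodium acetate pH 7 with 20 uM heparin, 6 hr at 37 C. ThT 30 uM added, 1 hr ambient; Alexa 594 FP and total fluorescence read at 555/632 nm.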
The depositor's hits bear a star; i = inactive; ? = inconclusive; nt = no result given; & = joins results of further samples; [ ] = another dose, or the depositor's remark. Unless noted, calls come from the whole dose curve; as a rule, active = well fitted curve in the direction sought with a large enough effect; inconclusive = small, poorly fitted or top-dose-only effect, or another doubt; inactive = no such curve, though single readings can be large; an effect the other way counts as inactive or inconclusive. Potency is the fitted concentration of half-maximal effect. The list is partial; rates above refer to the full screens.

SMILES	TRb SRC2 PPI	TR SRC2 fluor cs	L3MBTL1 block	Tau fibril ThT	RECQ1 inh	HTT cytoprotect	Tau FP inhib	Tau fluor cs
CCOC(=O)/C(C#N)=C(\N)C(C)C(=O)Nc1ccccn1 (configuration not stated)	-4%	0%	8%	-14%	-10%	-6%[0.074 µM]	-3%	-9%
S=c1[nH]nc(-c2cc(-c3ccccc3)n[nH]2)n1/N=C/c1ccc(Cl)c(Cl)c1	-2%	0%	-18%	?	-3%	3%[10 µM]	1%	-30%
CN(c1ccc(C(=O)NCCSCc2ccccc2)cc1)S(=O)(=O)c1ccccc1	-2%	-3%	-6%	-12%	i	-35%	3%	-26%
COc1ccccc1-c1c(C)oc2c(CN3CCN(C)CC3)c(O)ccc2c1=O	0%	-7%	-4%	-10%	-6%	4%[10 µM]	-1%	-2%
O=c1[nH]c(-[n+]2ccccc2)c(/C=N/NC([S-])=Nc2ccccc2)s1	-2%	-1%	-20%	28µM*	i	10%[10 µM]	?	-23%
Cc1ccc(S(=O)(=O)N2CCCCC2)cc1NC(=O)Cn1ccsc1=N	-4%	-1%	11%	1%	i	-5%	1%	-1%
Cc1oc2c(c1C(=O)Nc1ccc(F)c(F)c1)C1=NCCN1C=N2	-2%	-2%	nt	-10%	nt	nt	-5%	-8%
Cc1ccc(CN(CC(=O)NC2CCCC2)C(=O)CSc2nnc(COc3ccccc3)o2)cc1	-23%	2%	5%	-2%	i	-21%[10 µM]	-4%	7%
CCOC(=O)c1ccc(-c2cc(C)no2)[nH]1	2%	6%	3%	-4%	-4%	nt	6%	2%
CC1(C)CC(=O)C(C=NCCN2CCN(C(=S)Nc3cccc(Cl)c3)CC2)=C(O)C1	-10%	-2%	-4%	0%	-3%	15%	-6%	-10%
COc1cccc(C(N)CC(=O)O)c1 (configuration not stated)	5%	1%	nt	-10%	-16%	-7%	4%	-2%
C=CCc1cccc2cc(C(=O)NNC(=O)c3ccncc3)c(=O)oc12	7%	1%	-1%	0%	-11%	-2%[10 µM]	-5%[2.34 µM]	12%[2.34 µM]
COC(=O)c1cc(-c2ccc(OC)c(OC)c2)c2c(=O)[nH]c(=O)n(C)c2n1	1%	-1%	nt	-6%	nt	nt	0%	-6%
Clc1nccc2c1ccc1ccccc12	-3%&1%	1%&-5%	nt	?	3%&-5%	nt	-11%	-19%
Cc1csc2c(N3CCCCC3)ncnc12	-7%	-5%	21%	-13%	i	-16%[10 µM]	14%	-6%
CC1(C)CC(=O)C(C=NCCCO)=C(O)C1	0%	0%	3%	6%	i	3%	2%	-2%
CC1CCN(c2nc3c(-c4cccc(Br)c4)nnn3c3ccccc23)CC1	-8%	-4%	nt	1%	nt	nt	1%	-3%
CC1=[N+](C)N(c2ccccc2)C(=O)C1N=Cc1ccc(Cl)cc1 (configuration not stated)	-4%	-4%	-6%	7%	-1%	13%[10 µM]	0%	14%
O=C(Nc1nc(-c2ccccc2)cs1)c1cccnc1	3%	-3%	nt	-13%	-2%	-2%	-2%	-13%
CS/C(N)=N/N=C/c1c(O)ccc2ccccc12	-7%	-2%	-9%	?	-3%	-3%[10 µM]	5%	?
Cc1cc2[nH]c(=O)c(=O)[nH]c2cc1S(=O)(=O)N1CCN(c2cccc(C)c2C)CC1	16%	8%	-6%	-4%	nt	nt	-10%	-21%
CCN(CC)C(=O)CSc1nc2cc3c(cc2c(=O)n1CCCC(=O)NCc1ccc2c(c1)OCO2)OCO3	-3%	?	nt	-2%	nt	nt	-3%	1%
Cc1ccc(C(=O)NC(=S)NCCN2CCOCC2)cc1	8%	0%	2%	2%	0%	-7%[0.074 µM]	5%	9%
C[C@@H](C(=O)O)c1ccc(N2Cc3ccccc3C2=O)cc1	4%[53 µM]	-2%[53 µM]	nt	nt	-9%[25.9 µM]	-58%[inhibitor][40.3 µM]	nt	nt
CNC(=O)c1ccc(NC(=O)/C=C/c2cccc(F)c2)cc1	6%	-4%	3%	-6%	-2%	-29%	-6%	-6%
Other structures follow.
SMILES	TRb SRC2 PPI	TR SRC2 fluor cs	L3MBTL1 block	Tau fibril ThT	RECQ1 inh	HTT cytoprotect	Tau FP inhib	Tau fluor cs
OCC1OC([S-])[C@H](O)C(O)C1O.[Au+] (some centres not stated)	?	13µM*[quencher]	nt	?	-4%	2%	?	-27%
Cc1ccc(C(=O)OCC(=O)NCCN2C(=O)CSC2=O)cc1	-4%	-1%	-3%	-11%	-12%	16%[10 µM]	-5%	-14%
O=C1NC2(CCCCCC2)Cc2ccccc21	-17%	-2%	nt	-8%	-3%	-5%	-6%	-8%
CC/C(=N/Nc1ccccc1C)c1cnnc(SC)n1	4%	-1%	-13%	3.5µM*	-1%	nt	?	-20%
COc1cccc(OCCCN2CCCCCC2)c1	-4%	-4%	-9%	-3%	i	nt	-1%	-3%
O=C(/C=C/c1c(Cl)cccc1Cl)N1CCN(c2ncccn2)CC1	-13%	3%	nt	?	i	-3%	1%	-9%
Cc1cc(NS(=O)(=O)c2ccc(NC(=O)c3cnc4scc(C)n4c3=O)cc2)nc(C)n1	2%	-3%	20%	2%	-2%	0%	3%	-2%
Cc1cccn2c(=O)c(C=NCCO)c(NCc3ccco3)nc12	1%	1%	nt	-4%	4%	2%	-3%	-10%
O=C(N(c1ccccn1)c1ccccn1)C12CC3CC(CC(Cl)(C3)C1)C2	1%	-1%	nt	-7%	i	-30%	3%	0%
COC(=O)c1cnc2c(c1C(=O)OC)c(=O)n(C)c(=O)n2C	-2%	-1%	6%	-2%	-2%	nt	3%	-4%
CCCn1c(C)nc2c(NCC(C)(C)CN(C)C)nc(C)nc21	-2%	0%	nt	-3%	-6%	15%	-14%	-7%
CCC(C)Sc1nc2c(c(=O)[nH]c(=O)n2C)n1C (configuration not stated)	0%	-2%	3%	0%	-1%	-18%	-1%	5%
CCc1nnc(NS(=O)(=O)c2ccc(NC(=S)NC(=O)c3ccc(OC)cc3)cc2)s1	5%	4%	2%	0%	-9%	-14%[10 µM]	?	4%
Cc1c(C)n(Cc2ccc(F)cc2)c2ccc(C(=O)NCc3ccco3)cc12	4%	0%	nt	0%	nt	nt	-5%	-8%
CCCn1cc(NC(=O)C2CC(c3cccc(Br)c3)=NO2)cn1 (configuration not stated)	4%	-4%	-6%	-10%	-15%	13%	3%	-2%
CC1CCCC(C)N1/N=C/c1cc(Br)cc(Br)c1O (configuration not stated)	-2%	-4%	5%	?	-5%	-4%[10 µM]	-3%	-11%
N/C(=N\OC(=O)COc1ccc2ccccc2c1)c1ccncc1	2%	1%	12%	?	-10%	19%[10 µM]	-3%	-24%
C=CCOc1ccc(/C(O)=C2/C(=O)C(=O)N(CCCn3ccnc3)C2c2cccs2)cc1 (configuration not stated)	6%	1%	-21%	?	-23%	5%[10 µM]	-1%	-10%
CCCN(CCC)c1ccc(C2N=C(N)Nc3nc4ccccc4n32)cc1 (configuration not stated)	-1%	1%	nt	?	nt	nt	-4%	?
Nc1nnc(SCC(=O)OCC(=O)c2ccccc2Br)s1	9%	5%	nt	-13%	-3%	-44%	8%	-3%
CCN(CC)C(=O)c1cc(Cl)ccn1	-4%	-3%	?	?	i	-8%	-13%	1%

Taken from the listing, four compounds:
SMILES	TRb SRC2 PPI	TR SRC2 fluor cs	L3MBTL1 block	Tau fibril ThT	RECQ1 inh	HTT cytoprotect	Tau FP inhib	Tau fluor cs
CCc1nnc(NS(=O)(=O)c2ccc(NC(=S)NC(=O)c3ccc(OC)cc3)cc2)s1	5%	4%	2%	0%	-9%	-14%[10 µM]	?	4%
Cc1c(C)n(Cc2ccc(F)cc2)c2ccc(C(=O)NCc3ccco3)cc12	4%	0%	nt	0%	nt	nt	-5%	-8%
CCCn1cc(NC(=O)C2CC(c3cccc(Br)c3)=NO2)cn1 (configuration not stated)	4%	-4%	-6%	-10%	-15%	13%	3%	-2%
CC1CCCC(C)N1/N=C/c1cc(Br)cc(Br)c1O (configuration not stated)	-2%	-4%	5%	?	-5%	-4%[10 µM]	-3%	-11%

Reformatted with two lines to a compound: entries from further up.
Under each structure – TRb SRC2 PPI | TR SRC2 fluor cs | L3MBTL1 block | Tau fibril ThT | RECQ1 inh | HTT cytoprotect | Tau FP inhib | Tau fluor cs
CCCN(CCC)c1ccc(C2N=C(N)Nc3nc4ccccc4n32)cc1 (configuration not stated)
    -1% | 1% | nt | ? | nt | nt | -4% | ?
Nc1nnc(SCC(=O)OCC(=O)c2ccccc2Br)s1
    9% | 5% | nt | -13% | -3% | -44% | 8% | -3%
CCN(CC)C(=O)c1cc(Cl)ccn1
    -4% | -3% | ? | ? | i | -8% | -13% | 1%

Source: PubChem BioAssay
